High-throughput results as filed in PubChem.
NPY-Y1 antag – NPY-Y1 (human) receptor antagonism. P25929. HEK293-CNG Y1 cells, membrane potential fluorescence; NPY at EC95, then isoproterenol. inhibition, % at 3.6 µM. actives 1% (n = 200,000);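 active = inhibition above the campaign mean inhibition of all tested compounds plus 3 SD, cut at about 20% in these data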;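 also: 0% = DMSO wells given NPY plus isoproterenol and 100% = isoproterenol alone without NPY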
Target sequence (P25929 whole entry, looked up): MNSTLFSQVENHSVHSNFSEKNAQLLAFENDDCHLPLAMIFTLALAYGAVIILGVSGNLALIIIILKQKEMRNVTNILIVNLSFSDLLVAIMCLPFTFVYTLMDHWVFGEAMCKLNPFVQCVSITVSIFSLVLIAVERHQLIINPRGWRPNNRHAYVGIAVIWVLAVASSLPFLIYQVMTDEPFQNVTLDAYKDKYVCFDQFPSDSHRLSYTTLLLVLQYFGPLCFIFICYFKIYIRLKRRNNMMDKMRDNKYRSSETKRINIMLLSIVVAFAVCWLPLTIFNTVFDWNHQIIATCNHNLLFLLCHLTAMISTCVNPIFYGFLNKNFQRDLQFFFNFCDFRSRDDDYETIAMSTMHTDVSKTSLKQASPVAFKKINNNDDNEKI
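Benchmarks – high control isoproterenol alone, low control NPY with isoproterenol · Material – HEK293 Y1/CNG channel cell line · Times – dye 3 h, compound 60 min room temperature, stimulation 45 min · Probe or stimulus – NPY (25 nM), isoproterenol (1 µM), Ro 20-1724 (25 µM) · Evaluation – % inhibition of NPY effect · Signal – fluorescence, membrane potential probe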
EP2 mod – modulators of human EP2 prostaglandin E2 receptor | actives 0.83% (n = 260,000) | EP2-expressing cells, cAMP HTRF FRET, PGE2 co-stimulation | AID 940 | P43116 | induction, % at 25 µM;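 active = compounds whose cAMP rise, as percent of the full-agonist control response, exceeds 60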;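 also: rat C6 glioma line stably carrying human EP2 under a CMV promoter; the protocol text gives 20 µM as final concentration; 100% = response of wells given 1 µM PGE2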
S1P4 agonist – activates the human S1P4 receptor; activation, % at 4.98 µM; actives 0.35% (n = 220,000); O95977; S1P4-expressing cell line, agonist reporter assay; in the data active = activation above about 11%;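 also: 0% = DMSO vehicle and 100% = reference agonist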
Target sequence (O95977 whole entry, looked up): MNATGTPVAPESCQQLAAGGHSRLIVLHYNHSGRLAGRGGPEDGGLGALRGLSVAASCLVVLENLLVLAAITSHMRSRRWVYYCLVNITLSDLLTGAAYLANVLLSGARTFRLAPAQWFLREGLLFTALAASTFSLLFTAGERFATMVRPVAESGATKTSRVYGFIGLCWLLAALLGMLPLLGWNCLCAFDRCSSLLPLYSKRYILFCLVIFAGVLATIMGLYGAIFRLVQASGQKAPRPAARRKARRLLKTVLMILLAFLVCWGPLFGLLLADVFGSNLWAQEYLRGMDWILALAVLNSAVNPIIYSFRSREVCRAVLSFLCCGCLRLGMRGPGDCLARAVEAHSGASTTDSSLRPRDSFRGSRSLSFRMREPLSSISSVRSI
S1P4 antagonist – blocks the human S1P4 receptor. O95977. S1P4-expressing cells, antagonist mode, reporter read-out. inhibition, % at 4.98 µM. actives 0.26% (n = 220,000). AID 1510; in the data active = inhibition above about 29%;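 also: 0% = wells stimulated with agonist and 100% = vehicle wells without agonist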
NPY2 pot ag – potentiators or agonists of human neuropeptide Y receptor Y2 | P49146 | cells expressing NPY-Y2, potentiator/agonist read-out | activation, % at 3.6 µM | actives 0.45% (n = 220,000); in the data active = activation above about 27%;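 also: cells stimulated with NPY near EC25 plus isoproterenol at EC100; 0% = vehicle plus submaximal agonist and 100% = vehicle plus saturating agonist; some results beyond the cut were filed as inactive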
EP2 antag – inhibitors of human EP2 prostaglandin E2 receptor; C6 glioma cells expressing human EP2, cAMP TR-FRET; cells stimulated with saturating PGE2; inhibition, % at 25 µM; actives 0.52% (n = 260,000);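 active = percent inhibition above 40 after rounding to a whole number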;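 also: rat C6 glioma host cells with rolipram phosphodiesterase inhibitor present; the protocol text gives 20 µM as final concentration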
NPY1 pot ag – human NPY-Y1 potentiation or agonism, primary screen | P25929 | NPY-Y1 expressing cells, potentiator/agonist activation | activation, % at 3.6 µM | actives 0.37% (n = 220,000) | AID 1304; in the data active = activation above about 33%, passing the limit was not always enough;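 also: cells stimulated with NPY at EC10 then isoproterenol at EC100; 0% = low agonist plus stimulus and 100% = saturating agonist plus stimulus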
p97 inhibitor – blocks human p97 ATPase activity; AID 1481; recombinant p97 ATPase, Kinase-Glo ATP luminescence, 3 h; P55072; inhibition, % at 8 µM; actives 0.42% (n = 220,000); in the data active = inhibition above about 15%;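 also: 0% = DMSO vehicle and 100% = wells lacking enzyme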
eIF4E-4G inh – eIF4E/eIF4G interaction inhibition in translation initiation. AID 782. P63073+Q04637. inhibition, % at 21.7 µM. TR-FRET eIF4E-eIF4GI(517-606) binding, 2 h. actives 0.37% (n = 220,000);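 active = inhibition above about 30%, limit read from the data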;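 also: 0% = full FRET control wells and 100% = background wells lacking eIF4GI fragment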
* marks the source's active call; other numbers are inactive results; · = not tested or not shown; & = joins results of further samples; [ ] = another dose, or the depositor's remark. Not all compounds are listed; rates above refer to the full screens.

SMILES | NPY-Y1 antag | EP2 mod | S1P4 agonist | S1P4 antagonist | NPY2 pot ag | EP2 antag | NPY1 pot ag | p97 inhibitor | eIF4E-4G inh
CCOC(=O)N1CCN(c2c(NCCN3CCN(Cc4ccccc4)CC3)c(=O)c2=O)CC1 | 0 | 1 | 0.0 | -14 | 13 | 13 | 9 | 1 | 0
O=C(Nc1ccccc1)Nc1cc(OCC(F)(F)F)cc(OCC(F)(F)F)c1 | -4 | -16 | -1.2 | 101* | 24 | 0 | 46* | -1 | 0
CCN(CC)S(=O)(=O)c1ccc(NC2c3ccccc3C(=O)N2Cc2ccc3c(c2)OCO3)cc1 (stereo not given) | -2 | 57 | 0.0 | -3 | -2 | 8 | 3 | -9 | -4[fluorescence artefact?]
CCn1c(=S)sc2c(=O)n(-c3ccccc3)c(SC)nc21 | 10 | 26 | 1.3 | -19 | -18 | 5 | -39 | 2 | -4
Cc1c(C2C(C#N)=C(N)OC3=C2C(=O)CCC3)cnn1C (stereo not given) | 3 | -18 | 1.4 | 2 | -4 | 2 | 11 | 2 | -10
CCN1CCN(C(=O)CSc2cc(=O)n(CC)c3ccccc23)CC1 | 10 | 28 | 1.5 | -8 | 2 | 14 | 0 | 3 | -4
O=C(O)C1C2C=CC(O2)C1C(=O)NCCc1cccc(Cl)c1 (stereo not given) | -3 | 21 | 1.9 | -15 | 3 | 4 | 1 | 6 | 4
CCCCCOc1ccc(NC(=O)CCCC(=O)O)cc1 | 5 | 27 | 0.6 | -14 | -4 | 10 | -19 | -1 | -4
CCOc1ccc(NC(=O)CC2C(=O)N(CC)C(=S)N2CCNC(C)=O)cc1 (stereo not given) | 1 | 14 | 2.9 | -19 | 3 | 11 | -8 | 3 | 3
Cc1cc(C(=O)C(C)Sc2cccc[n+]2[O-])c(C)n1-c1ccc(Cl)cc1 (stereo not given) | -7 | 3 | -0.4 | -5 | -9 | 19 | 1 | -2 | 2
COc1ccc(C(=O)Nc2ccc(C)cc2C(=O)c2ccccc2)cc1 | -4 | 41 | -0.4 | -2 | -3 | 11 | -15 | 1 | -2
O=C(CCCCCNc1nc(=S)[nH]c2ccccc12)N1CCN(c2ccccn2)CC1 | 0 | -16 | 2.6 | -10 | 7 | 2 | -19 | 0 | -6
CN(c1ccccc1)S(=O)(=O)c1ccc(NC(=O)C2CCCCC2C(=O)O)cc1 (stereo not given) | -4 | 13 | -2.1 | 1 | 13 | 10 | 2 | 1 | -1
Cc1ccc(C(=O)N/C(=C\c2ccc(-c3cc(Cl)ccc3Cl)o2)C(=O)NCc2cccnc2)cc1 | 1 | 47 | -0.2 | -2 | -30 | · | -45 | 10 | -5[fluorescence artefact?]
COc1ccc(NC(=O)CSc2nnc(CCC(=O)Nc3ccc(C)c(Cl)c3)n2C)cc1 | -1 | -7 | -0.2 | -6 | 15 | 10 | 14 | 3 | -23
O=C1C2CCCN2c2ccc(S(=O)(=O)N3CCOCC3)cc2N1Cc1ccccc1F (stereo not given) | 1 | 10 | 0.2 | -8 | 5 | 8 | 3 | 3 | -2
Cc1c(Cl)c([N+](=O)[O-])nn1CC(=O)N1CCCC1 | -1 | 19 | 0.6 | -13 | 8 | 8 | 10 | 0 | 0
COCCn1c(SCC(=O)c2[nH]c(C)c(C(C)=O)c2C)nc2ccccc21 | 8 | -36 | -1.6 | 0 | -18 | 11 | -17 | -6 | 6
C=CCn1c(SCC(=O)NCc2ccccc2)nnc1-c1ccccc1O | 5 | -9 | -2.1 | -28 | -5 | 13 | 5 | -1 | 9[fluorescence artefact?]
O=S(=O)(c1ccc(NC(=S)Nc2ccc(OC(F)F)cc2)cc1)N1CCOCC1 | 0 | -49 | 0.6 | -2 | 6 | 18 | -12 | -2 | 1
CC(=O)c1ccc(NC(=S)Nc2cccc3cnccc23)cc1 | · | -28 | 0.3 | 8 | -3 | 9 | 22 | 17* | -3
COc1ccccc1COCC(O)CN(Cc1ccco1)Cc1ccccc1O (stereo not given) | 12 | 37 | 0.1 | 7 | -4 | 8 | -37 | -10 | -5[fluorescence artefact?]
Oc1c(I)cc(I)c2cccnc12 | -2 | 20&22 | -0.8 | 1 | 13 | 12&4 | -1 | 5 | 0[fluorescence artefact?]
CC(C)(C)NC(=O)C(Cc1ccccc1)NS(=O)(=O)c1ccc2c(c1)CCC(=O)N2 (stereo not given) | -5 | -8 | 0.1 | 4 | 6 | 9 | 2 | 1 | -7
O=C(Nc1ccccn1)C(=O)N1CCCCC1 | 3 | 7 | 0.5 | 0 | -11 | 8 | -3 | -2 | -2[fluorescence artefact?]
C/C(CC(=O)Nc1ccccn1)=N\NC(=O)c1ccc(C)cc1 | 12 | -24 | -0.4 | -18 | 2 | 4 | 10 | 6 | -2
CCc1cccc2c(C(=O)COC(=O)C3=NNC(=O)CC3)c[nH]c12 | 1 | 3 | 0.2 | -27 | -4 | 6 | -13 | 5 | -2
CCNC(=S)N(Cc1ccco1)Cc1cc2cc(OCC)ccc2[nH]c1=O | 9 | -10 | 0.8 | 5 | -25 | 7 | -15 | 0 | 4
CC1(C)CC(=O)C(C(C2=C(O)CC(C)(C)CC2=O)c2ccc(O)c([N+](=O)[O-])c2)=C(O)C1 | 5 | 15 | -1.6 | -4 | 13 | 14 | 10 | 6 | 8
CNc1nc(C)c(C#N)c(-c2ccccc2)c1C(C)=O | 5 | 51 | 0.3 | -8 | -21 | 5 | 4 | -3 | 5
CCCC(=O)Nc1ccccc1NC(=O)CN(C)S(=O)(=O)c1ccc(C)cc1 | -9 | -15 | 0.1 | -4 | 11 | 11 | 6 | 2 | 0
Cc1[nH]c2ccc(-c3nnc(SCC(=O)c4ccc(F)cc4)o3)cc2c1C | -5 | 10 | -0.1 | -13 | 8 | 3 | -1 | 1 | -2
CCCS(=O)(=O)c1csc(C(=O)OC)c1N | · | -13 | 0.3 | 4 | -39 | 7 | 10 | 8 | -5
O=C(CSc1ncnc2c1oc1ccccc12)NC1CCCCC1 | -2 | -32 | 2.8 | -12 | -3 | 11 | -14 | 0 | 5[fluorescence artefact?]
CCCCn1cnc2c(cnn2-c2ccc(Cl)cc2)c1=O | -1 | 8 | -1.6 | -9 | -3 | 18 | 19 | 4 | 2[fluorescence artefact?]
C[C@]12CC[C@@H]3c4ccc(O)cc4CC[C@H]3[C@@H]1C[C@@H](O)[C@@H]2O | 7 | -30 | 0.9 | -13 | 10 | 17 | -26 | 7 | 1

Looked up above:
Reading for C[C@]12CC[C@@H]3c4ccc(O)cc4CC[C@H]3[C@@H]1C[C@@H](O)[C@@H]2O under NPY2 pot ag: 10
Reading for C=CCn1c(SCC(=O)NCc2ccccc2)nnc1-c1ccccc1O under p97 inhibitor: -1
Reading for CNc1nc(C)c(C#N)c(-c2ccccc2)c1C(C)=O under EP2 antag: 5
Reading for COCCn1c(SCC(=O)c2[nH]c(C)c(C(C)=O)c2C)nc2ccccc21 under S1P4 agonist: -1.6

The listing picks up, starting 2 compounds before the break.
SMILES | NPY-Y1 antag | EP2 mod | S1P4 agonist | S1P4 antagonist | NPY2 pot ag | EP2 antag | NPY1 pot ag | p97 inhibitor | eIF4E-4G inh
CCCCn1cnc2c(cnn2-c2ccc(Cl)cc2)c1=O | -1 | 8 | -1.6 | -9 | -3 | 18 | 19 | 4 | 2[fluorescence artefact?]
C[C@]12CC[C@@H]3c4ccc(O)cc4CC[C@H]3[C@@H]1C[C@@H](O)[C@@H]2O | 7 | -30 | 0.9 | -13 | 10 | 17 | -26 | 7 | 1
Cc1nnc(N(Cc2ccccc2)C(=O)c2cnccn2)s1 | -1 | 18 | -0.2 | -14 | -2 | 12 | -4 | -4 | ·
O=C1c2cccnc2C(Nc2ccccc2)N1Cc1ccco1 (stereo not given) | 7 | -7 | -5.0 | -6 | 4 | 3 | -21 | 0 | -1[fluorescence artefact?]
COC(=O)c1nc(NC(=O)C(C)C)n[nH]1 | 0 | -1 | 1.4 | 1 | -2 | 6 | 2 | -1 | 14
CCOC(=O)c1c(NC(=O)CCl)sc(C(=O)N(CC)CC)c1C | -4 | 18 | -4.1 | 5 | 12 | 13 | 27 | 3 | 0
CC(=O)N1CCN(CC(=O)Nc2ccccc2Sc2ccc(Cl)cc2)CC1 | -2 | 7 | 0.4 | -3 | 10 | 13 | 17 | 1 | -2
CCOC(=O)N/N=C(\CCC(=O)O)c1cccs1 | · | -3 | 0.2 | 7 | 4 | 11 | 16 | 7 | -4
O=c1c2cccc(Cl)c2nc2n1Cc1ccccc1-2 | · | -14 | 2.5 | -12 | 14 | 13 | -17 | 3 | -1
CCOc1ccccc1Nc1nnc(SCC(=O)Nc2cc(C)on2)s1 | 6 | 13 | 0.7 | -4 | 8 | 2 | -11 | 1 | 0
COc1ccc(OCc2nnc(SCc3ccc(C(=O)O)cc3)o2)cc1 | 0 | 39 | 1.6 | -13 | 7 | 10 | 22 | 4 | 1
CCS(=O)(=O)N1CCN(c2cc3c(cc2[N+](=O)[O-])n(C)c(=O)n3C)CC1 | 2 | -47 | 1.3 | 8 | 10 | 2 | 6 | 2 | -1
Cc1cc(C)nc(-n2nc(C)c3c(=O)[nH]c(C(F)(F)F)nc32)n1 | -6 | 21 | 1.4 | 6 | 4 | 15 | -15 | -2 | -7
Cc1ccc(S(=O)(=O)CCC(=O)OCC(=O)NCc2ccc(Cl)cc2)cc1 | -2 | 45 | 2.0 | -2 | -5 | 4 | 3 | -2 | -3
Cc1ccc(OCc2nc3c4c(ncn3n2)-c2ccccc2CC42CCCC2)cc1 | 0 | 14 | 3.6 | -20 | 4 | 3 | 5 | 0 | 3
CCOC(=O)Cc1csc(NC(=O)CSc2nnc(C)n2C)n1 | -4 | 13 | 1.4 | -14 | -6 | 10 | -5 | 1 | 3[fluorescence artefact?]
Cc1[nH]c2ccccc2c1C(=O)CN1C(=O)C(=O)N(Cc2ccco2)C1=O | 7 | 23 | -0.1 | 10 | -9 | 2 | -9 | 4 | -1
COc1ccccc1N(CN1CCCC1=O)C(=O)c1c(F)cccc1F | 1 | 9 | -0.1 | 0 | 9 | 9 | 19 | 3 | 0
CN(C)S(=O)(=O)c1ccc(C(=O)NCc2ccc3[nH]c4c(c3c2)CCCC4)cc1 | 0 | -2 | 1.4 | 19 | 7 | 5 | -6 | 5 | 3
O=C(Nc1ccc([N+](=O)[O-])cc1)c1cn(-c2ccccc2)nc1-c1cc2ccccc2o1 | -2 | 17 | 0.9 | -24 | 11 | 6 | -2 | 2 | -7
Cc1ccc(S(=O)(=O)Nc2ccc(N=Nc3ccc(O)cc3)cc2)cc1 | 7 | -89 | -1.7 | -10 | 0 | -1 | -13 | 3 | -5[fluorescence artefact?]
CCCCn1c(=N)n(CC(=O)c2ccc(OC)cc2)c2ccccc21 | · | -56 | 0.8 | -2 | -26 | 2 | -9 | 0 | 83*
CS(=O)(=O)N(CC(=O)N1CCCC1)c1cc(Cl)c(Cl)cc1Cl | 7 | -14 | -0.5 | 0 | -13 | 8 | -13 | -8 | 3
O=C(Nc1ccc(NC(=O)c2sc3ccccc3c2Cl)cc1)c1ccco1 | 6 | 2 | 4.9 | -21 | -1 | 10 | 22 | 8 | 0
COC(=O)[C@H](CCSC)NC(=O)Nc1ccc(C)cc1 | -5 | 8 | -1.1 | -11 | -1 | 3 | -1 | -3 | 2[fluorescence artefact?]
c1ccc(CN2CCN(C3=Nc4cccc5cccc3c45)CC2)cc1 | 7 | -35 | -2.7 | -3 | 1 | · | 7 | -3 | -3[fluorescence artefact?]
